# Bioassay records: PubChem, National Center for Advancing Translational Sciences (NCATS)
# HCMV inh: human cytomegalovirus inhibition; activity change, negative = inhibition, % at 57.5 µM; HFF cells, HCMV-luciferase reporter, 72 h; hits give low values; AID 1259415; 410,000 tested, 4.5% active; in the data active = activity change below about -60%; inconclusive = no clear call, values can overlap the other calls; inactive = above about -39%
#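 Two-dose cell screen: HFF monolayers treated with compounds and infected with luciferase-expressing HCMV at 1 PFU/cell, 72 h at 37C, then lysed for luciferase measurement.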
# AmpC inh detg: blocks E. coli AmpC beta-lactamase in detergent assay. AmpC hydrolysis of nitrocefin, absorbance 480 nm, 0.01% Triton. Potency, µM (doses to about 114 µM), for the others: top-dose activity change, negative = inhibition, hits mostly inhibitors. 370,000 tested, 0.041% active;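 also: potency is read from the fitted curve at half-maximal effect; 0% = no-compound wells and -100% = no-enzyme wells; nearly all actives have a fitted effect of over 25% in size; some results filed as inactive show a strong effect at the top dose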
# Target sequence (P00811 whole entry, looked up): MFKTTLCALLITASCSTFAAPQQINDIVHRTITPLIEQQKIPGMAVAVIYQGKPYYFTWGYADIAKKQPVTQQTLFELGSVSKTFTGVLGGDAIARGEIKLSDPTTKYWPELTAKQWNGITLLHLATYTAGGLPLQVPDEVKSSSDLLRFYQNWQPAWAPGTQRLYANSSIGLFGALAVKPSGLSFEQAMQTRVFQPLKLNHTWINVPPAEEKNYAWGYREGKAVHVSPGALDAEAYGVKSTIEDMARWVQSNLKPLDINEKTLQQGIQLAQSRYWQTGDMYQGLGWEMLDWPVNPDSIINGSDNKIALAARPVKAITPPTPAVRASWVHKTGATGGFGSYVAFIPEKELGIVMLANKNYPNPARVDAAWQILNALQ
#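 AmpC (5.3 nM in the dispensed reagent) in 20 mM phosphate pH 7.0 with 0.01% (detergent screen) or 0.0001% Triton X-100 was preincubated with compounds for 15 min at room temperature. Nitrocefin was then added from an 800 uM solution, and hydrolysis was followed at 480 nm.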
# AmpC no deterg: AmpC beta-lactamase inhibition without detergent. P00811. AmpC nitrocefin hydrolysis, absorbance 480 nm, 0.0001% Triton. Potency, µM (titrated, usually from 57.1 µM), inactives show at the top dose activity change, negative = inhibition, actives largely listed as inhibitors. 330,000 tested, 0.52% active;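 also: potency is read from the fitted curve at half-maximal effect; plate controls were no compound for no effect and no enzyme for full effect; nearly all actives have a fitted effect of over 20% in size; some results filed as inactive show a strong effect at the top dose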
#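 AmpC (5.3 nM in the dispensed reagent) in 20 mM phosphate pH 7.0 with 0.01% (detergent screen) or 0.0001% Triton X-100 was preincubated with compounds for 15 min at room temperature. Nitrocefin was then added from an 800 uM solution, and hydrolysis was followed at 480 nm.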
# AMA1 RON2 block: disrupts binding of P. falciparum AMA1 to RON2. AlphaScreen AMA1-biotinylated RON2 peptide binding. Potency, µM (doses to about 58.2 µM), without a hit: at the highest dose activity change, negative = inhibition, most hits filed as inhibitors. 360,000 tested, 0.2% active;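 also: potency is read from the fitted curve at half-maximal effect; 0% = vehicle wells and -100% = peptide control; nearly all actives have a fitted effect of over 45% in size; some results filed as inactive show a strong effect at the top dose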
#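 AMA1 (3D7) with his tag at 25 nM final met compounds first, then biotinylated RON2 peptide at 25 nM; detection used donor plus acceptor beads, 10 µg/mL apiece, read by AlphaScreen after 30 min at room temperature.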
# Sm TGR block: S. mansoni TGR enzyme inhibition; Q962Y6; Potency, µM (series often up to 114 µM), for the others: at the top dose activity change, negative = inhibition, actives largely listed as inhibitors; AID 485364; 360,000 tested, 3% active; purified TGR, DTNB reduction, TNB absorbance 405 nm; also: potency is read from the fitted curve at half-maximal effect; nearly all actives have a fitted effect of over 60% in size
#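 TGR 20 nM + NADPH 100 uM (dispensed conc.), cpd preinc 15 min RT; start with NADPH (500 uM addition) then DTNB (15 mM addition). Kinetic TNB absorbance, 405 nm filter. Four-parameter Hill fit across titration.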
# Giardia FBPA inh: Giardia lamblia aldolase inhibition; A8B2U2; purified Giardia FBPA; Potency, µM (titrated, usually from 59.6 µM), inactives show at the highest dose activity, negative = inhibition, usual class: inhibitors; 290,000 tested, 0.71% active; AID 2451; also: potency is read from the fitted curve at half-maximal effect; nearly all actives have a fitted effect of over 55% in size
# Target sequence (A8B2U2 whole entry, looked up): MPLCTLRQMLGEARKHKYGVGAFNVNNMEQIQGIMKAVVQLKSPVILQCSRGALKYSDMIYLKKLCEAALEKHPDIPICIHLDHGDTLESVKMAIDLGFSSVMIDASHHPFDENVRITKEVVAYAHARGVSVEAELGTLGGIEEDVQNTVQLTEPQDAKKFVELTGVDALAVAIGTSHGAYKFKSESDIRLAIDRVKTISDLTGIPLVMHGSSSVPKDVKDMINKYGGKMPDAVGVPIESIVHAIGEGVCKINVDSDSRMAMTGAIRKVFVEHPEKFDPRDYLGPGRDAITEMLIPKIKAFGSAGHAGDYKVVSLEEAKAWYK
#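 Giardia FBPA (40 nM reagent) was preincubated 10 min at RT with compound (up to 57.5 uM final), then substrate plus GAPDH/TPI/NAD/arsenate coupling system with diaphorase/resazurin was added; resorufin fluorescence (525/598 nm) was read after 20 min.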
# The depositor's hits bear a star; u = inconclusive; x = not tested or not shown; [ ] = another dose, or the depositor's remark. Unless noted, calls follow the shape of the dose curve; as a rule, active = well fitted curve in the direction sought with a large enough effect; inconclusive = small, poorly fitted or top-dose-only effect, or another doubt; inactive = no such curve, though single readings can be large; an effect the other way counts as inactive or inconclusive. Unless noted, % is scaled to controls: 0 for no effect and ±100 for the full control effect.
mol	HCMV inh	AmpC inh detg	AmpC no deterg	AMA1 RON2 block	Sm TGR block	Giardia FBPA inh
COc1ccc(OC)c(NC(=O)CNC(c2ccccc2)c2ccccc2)c1	-20	6%	-13%	9%	28%	1%
CCc1ccccc1N(CC(=O)Nc1cccnc1)S(=O)(=O)c1ccccc1	-16	-1%	-11%	6%	3%	x
COc1ccc(NC(=O)Cc2ccsc2)c(OC)c1	-2	7%	-12%	-17%	-11%	5%
COc1ccc(N(CC(O)CN2C(=O)NC(C)(C)C2=O)S(=O)(=O)c2ccccc2)cc1 (centres undefined)	3	3%	-2%	17%	1%	0%
CN(CCOc1ccc(-c2ccn(S(=O)(=O)c3cccc4ccccc34)n2)cc1)c1ccccn1	-14	5%	u	1%	-8%	-7%
Cc1ccc(-n2ncc3c(N4CCN(Cc5ccccc5)CC4)ncnc32)cc1Cl	-32	-1%	x	x	-26%	x
O=C(c1ccccc1)c1cccn1CC(=O)N1CCN(C2CCCCC2)CC1	-32	-7%	55%	7%	8%	x
CCC(C)c1ccccc1N1CC(C(=O)Nc2ccc(S(=O)(=O)N3CCOCC3)cc2)CC1=O (centres undefined)	-32	-6%	72%[activator]	4%	-18%	x
CC(=O)Nc1ccc(NC(=O)c2cnn(-c3ccccc3)c2C2CCN(C(=O)OC(C)(C)C)CC2)cc1	8	1%	x	x	5µM*	x
COc1ccc(C(=O)NNC(=S)NC(=O)/C=C/c2cccs2)cc1	-7	1%	-17%	36%[activator]	9%	1%
Cc1ccc(NC(=O)c2ccccc2Br)cc1S(=O)(=O)N(C)C	6	-2%	-52%	-21%	2%	-8%
COc1ccc(N=Cc2c(O)[nH]c3ccccc23)cc1	129	4%	-23%	-12%	-25%	-2%
CC1CN(S(=O)(=O)c2cc(C(=O)N(CCc3ccccc3)Cc3ccccc3)ccc2Cl)CC(C)O1 (centres undefined)	-7	u	81%[activator]	5%	-3%	x
CC(C)Oc1cccc(C(=O)N/N=C/c2coc3ccccc3c2=O)c1	-26	-5%	2%	92%[activator]	-20%	x
O=C(NCC(=O)N(c1ccc2c(c1)OCCO2)C(C(=O)NC1CCCC1)c1ccco1)c1ccco1 (centres undefined)	-2	u	-15%	-17%	-30%	-6%
CCn1cc(/C=C(\NC(=O)c2cc(OC)c(OC)c(OC)c2)C(=O)NCCCN2CCOCC2)c2ccccc21	-4	-10%	176%[activator]	11%	2%	-5%
CCOC(=O)COc1ccc(CC)cc1C(=O)c1ccn2nc(-c3ccccc3)cc2n1	20	-3%	x	x	-9%	x
CC(C(=O)Nc1ccc(S(=O)(=O)N2CCCC2)cc1)N1CCCC(C(N)=O)C1 (centres undefined)	-14	u	-23%	14%	-1%	x
O=C(O)CSCC(=O)Nc1ccc(Br)c(C(F)(F)F)c1	47	-5%	-19%	-28%	-3%	u
O=[N+]([O-])c1ccccc1S(=O)(=O)NCc1ccco1	-6	3%	-13%	-3%	6%	3%
CC(NC(=O)C[n+]1cccc(Br)c1)c1ccccc1 (centres undefined)	42	-3%	-4%	1%	10%	-2%
C/C(=N/N1CCN(c2ccccc2)CC1)c1cccc([N+](=O)[O-])c1	u	-12%	-18%	-23%	-19%	-2%
O=C(O)C(Cc1c[nH]c2ccccc12)N1Cc2ccccc2C1=O (centres undefined)	85	7%	-12%	14%	34%	0%
COc1cccc(C(=O)NCCSCc2c(F)cccc2Cl)c1	10	u	-29%	1%	3%	8%
COc1ccc(S(=O)(=O)NC(C)C(=O)Nc2ccc3c(c2)OCCO3)cc1OC (centres undefined)	36	-3%	-13%	-13%	-4%	-9%
N#CC1=C(N)Oc2c(oc(CO)cc2=O)C1c1ccccc1[N+](=O)[O-] (centres undefined)	-3	1%	-23%	-15%	u	-14%
O=C(Nc1ccccc1N1CCN(C(=O)c2ccccc2)CC1)c1cc(Br)ccc1Cl	10	-5%	23%	-15%	-14%	x
CCCc1cc(=O)oc2cc(OCC(=O)NCCCn3ccnc3)ccc12	u	-2%	4%	0%	3%	-17%
Cc1c(O)nc2ccccn2c1=O	35	-13%	-5%	-4%	9%	1%
CC1CCN(C(=O)c2ccc(NS(=O)(=O)c3cccc4cccnc34)cc2)CC1	u	-5%	26%	7%	0%	7%
COc1ccc2occ(C(=O)c3ccccc3)c2c1	-33	-14%	-29%	19%	7%	1%
Cc1[nH]c2ccc(Br)cc2c(=O)c1CN1CCOCC1	66	u	-17%	10%	-19%	1%
O=c1[nH]c(=O)n(CCO)c2nnn(Cc3ccccc3)c12	28	u	-13%	-10%	4%	1%
O=C(O)CC(CC(=O)Nc1ccc(Oc2ccccc2)cc1)c1ccccc1 (centres undefined)	49	4%	-20%	14%	9%	19%
CCOC(=O)c1sc2nc(N3CCCC3)c3c(c2c1N)CC(C)(C)OC3	12	u	6%	-3%	0%	-1%
CCCOC(=O)c1ccc(N2C(=O)c3ccccc3C2=O)cc1	-34	-4%	-20%	12%	3%	8%
CCC1CCCCN1CCCNC(=O)c1ccc(CS(=O)(=O)c2ccccc2C)o1 (centres undefined)	-12	u	-13%	-13%	-11%	20%
COC(=O)CSc1nc(C)c(Oc2ccccc2)c(=O)[nH]1	17	-18%	-18%	-3%	-2%	-4%
O=C(Nc1ccc(Br)cc1Cl)N1CCOCC1	-2	-1%	-19%	-8%	x	1%
CC(C)(C)c1ccc(S(=O)(=O)O/N=C2/CCCCC2c2ccc([N+](=O)[O-])cc2[N+](=O)[O-])cc1 (centres undefined)	15	2%	-16%	6%	2%	-4%
CCCCC(=O)Nc1ccc(NC(=O)c2cnccn2)cn1	-34	5%	1%	14%	x	-7%
CCCNS(=O)(=O)c1ccc(NC(=O)c2cccnc2)cc1	24	4%	-14%	-1%	4%	1%
C=CCn1c(=O)c2ccccc2n2c(SCC(=O)Nc3cc(C)on3)nnc12	-10	4%	-21%	-6%	8%	3%
O=C(CN1C(=O)CSc2ncccc21)Nc1ccccc1F	-19	u	-11%	3%	-12%	-5%
COc1ccc(-c2nnc(SCc3ccccc3)n2N)cc1	30	-1%	-4%	u	5%	19%
CSc1ccc(CN2CCC(Oc3ccc(C(=O)N4CCCC4)cc3)CC2)cc1	-14	-8%	119%[activator]	7%	-19%	4%
CC1CN(C(=O)c2ccccc2OCc2ccccc2Cl)CC(C)O1 (centres undefined)	-13	-3%	59%	-7%	6%	x
CC(C)(C)NC(=O)NC(=O)CSc1ncc(C(F)(F)F)cc1Cl	4	1%	-5%	8%	-25%	-1%
N#Cc1ccc(S(=O)(=O)N2CCN(C(=O)[C@@H]3CCCN3C(=O)c3cccs3)CC2)cc1	-36	3%	20%	21%	-10%	x
O=c1c(Cl)c(N/N=C/c2ccc(Cl)cc2)cnn1-c1ccccc1	-20	-10%	-10%	-20%	-1%	0%
O=C(CCC(=O)Nc1ccc(Br)cc1)N/N=C/c1ccccc1F	-2	1%	-30%	34%[activator]	4%	6%
Cc1oc2cc(O)ccc2c(=O)c1N1C(=O)c2ccccc2C1=O	8	1%	-10%	1%	29%	6%
O=S1(=O)c2cccc3cccc(c23)N1CCBr	-29	2%	-17%	60%[activator]	-31%	2%
O=C(NCC(c1cccnc1)N1CCN(Cc2ccccc2)CC1)C(=O)Nc1cccc(Cl)c1 (centres undefined)	u	25%	x	x	-6%	x
OCCC1CN(Cc2cccc(C(F)(F)F)c2)CCN1Cc1ccccc1 (centres undefined)	-20	3%	117%[activator]	8%	-10%	-2%
CCOC(=O)C1=C(CSc2nncn2C)NC(=O)NC1c1cc(OCC)ccc1OCC (centres undefined)	-29	-7%	x	4%	-6%	-14%

# An excerpt from above, showing only AmpC no deterg:
mol | AmpC no deterg
O=c1c(Cl)c(N/N=C/c2ccc(Cl)cc2)cnn1-c1ccccc1 | -10%
O=C(CCC(=O)Nc1ccc(Br)cc1)N/N=C/c1ccccc1F | -30%

# Remaining list, next part.
mol	HCMV inh	AmpC inh detg	AmpC no deterg	AMA1 RON2 block	Sm TGR block	Giardia FBPA inh
O=C(C1=C(O)C(=O)N(CC2CCCO2)C1c1ccccc1)c1ccco1 (centres undefined)	5	-9%	-18%	3%	-17%	u
CCOc1ccc(N(CC(=O)Nc2ccccc2C)S(=O)(=O)c2c(C)noc2C)cc1	-69*	-22%	11%	-3%	-3%	-4%
O=C(Nc1ccn(-c2ccccc2)n1)c1ccc(Cl)cc1	-34	-5%	-24%	-3%	3%	-8%
Cc1ccc(C)c(NCc2n[nH]c(=S)n2-c2ccccc2)c1	u	1%	20%	68%[activator]	-4%	9%
CC(=O)NC(=S)NNC(=O)C(c1ccccc1)c1ccccc1	-11	1%	-15%	105%[activator]	-4%	23%

# Compound profiles, as listed above. Order of screens: HCMV inh | AmpC inh detg | AmpC no deterg | AMA1 RON2 block | Sm TGR block | Giardia FBPA inh
# CC(=O)NC(=S)NNC(=O)C(c1ccccc1)c1ccccc1 is entered as -11 | 1% | -15% | 105%[activator] | -4% | 23%
# O=C(Nc1ccn(-c2ccccc2)n1)c1ccc(Cl)cc1 is entered as -34 | -5% | -24% | -3% | 3% | -8%
# Cc1ccc(C)c(NCc2n[nH]c(=S)n2-c2ccccc2)c1 is entered as u | 1% | 20% | 68%[activator] | -4% | 9%
# O=C(C1=C(O)C(=O)N(CC2CCCO2)C1c1ccccc1)c1ccco1 (centres undefined) is entered as 5 | -9% | -18% | 3% | -17% | u
# CCOc1ccc(N(CC(=O)Nc2ccccc2C)S(=O)(=O)c2c(C)noc2C)cc1 is entered as -69* | -22% | 11% | -3% | -3% | -4%
